# Screening results: PubChem, several laboratories
# Rab2 wt GTP: changes GTP binding to wildtype dog Rab2A, up or down; GST-Rab2 wt beads, Bodipy-GTP binding, flow cytometry; hit rate 0.19% among 190,000; P61105; GTP binding activity, % at 10 µM;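 active means GTP binding activity at least 20 points away from 100%, either lowered or raised; inconclusive means signal likely due to the compound's own green fluorescence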;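 further: 0% = beads with excess unlabeled GTP and 100% = no-compound control corrected for plate trend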
# Pf gametocyte: kills late stage P. falciparum gametocytes | inhibition, % at 10.9 µM | P. falciparum stage V gametocytes, ATP luminescence, 24 h | hit rate 0.065% among 150,000;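 active means inhibition above the mean plus 3 SD of compounds within the control limits, set per campaign, cut at about 38% in these data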;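 further: 0% = DMSO wells and 100% = medium only without gametocytes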
# Rac1 mut GTP: human Rac1 activated mutant GTP binding change; P63000; GST-Rac1 activated beads, fluorescent GTP binding, flow cytometry; actives lie on both sides; 100% means binding = to untreated wells; percent activity (GTP binding), % at 10 µM; hit rate 0.11% among 190,000; AID 764;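 active means GTP binding at least 20 percentage points away from the 100% baseline, in either direction, so actives lie on both sides; inconclusive means Compound likely fluorescent itself, or too few beads counted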
# Rac1 wt modul: alters GTP binding to wildtype human Rac1; GST-Rac1 beads, fluorescent GTP binding, flow cytometry; actives lie on both sides; 0 = cold GTP competed, 100 = untreated; GTP binding activity (% of control), % at 10 µM; hit rate 0.27% among 190,000;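 active means GTP binding activity at least 20 points away from the 100% control level, either lower or higher; inconclusive means compound flagged as likely green fluorescent, judged across all proteins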
# Rab7 wt modul: modulators of GTP binding to dog Rab7 wildtype GTPase; hit rate 0.055% among 190,000; GST-Rab7 beads, fluorescent GTP binding, flow cytometry; actives lie on both sides; untreated = 100%, excess cold GTP = 0%; GTP binding activity (percent of control), % at 10 µM;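 active means fluorescent GTP binding to Rab7 beads changed by at least 20 points from the 100% baseline, either direction, mostly lower; inconclusive means compound itself probably fluorescent, or too few beads counted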;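 further: median green fluorescence of bound Bodipy-FL-GTP per Rab7 bead population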
# Mcl1-Noxa inh: disrupts binding of human Mcl-1 to Noxa peptide; Q07820; TR-FRET Mcl-1/Noxa peptide binding, 2 h; inhibition, % at 21.7 µM; hit rate 1.5% among 220,000;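 active means compounds that cut the protein-peptide binding signal by more than 50% relative to plate controls in a single-dose test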;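 further: His-tagged Mcl-1 with rhodamine Noxa BH3 peptide and terbium anti-His antibody; 0% = Mcl-1 plus Noxa peptide wells and 100% = peptide-only wells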
# Target sequence (Q07820 whole entry, looked up): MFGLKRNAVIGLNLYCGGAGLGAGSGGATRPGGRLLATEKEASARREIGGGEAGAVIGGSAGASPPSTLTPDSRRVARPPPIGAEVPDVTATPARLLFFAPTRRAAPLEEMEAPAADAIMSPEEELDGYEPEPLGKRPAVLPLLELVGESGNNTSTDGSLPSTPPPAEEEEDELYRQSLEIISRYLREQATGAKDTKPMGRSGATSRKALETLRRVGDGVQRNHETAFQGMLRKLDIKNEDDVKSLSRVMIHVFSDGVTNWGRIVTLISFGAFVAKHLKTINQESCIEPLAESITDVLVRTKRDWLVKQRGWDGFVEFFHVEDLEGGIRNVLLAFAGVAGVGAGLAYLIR
# HRas wt GTP: human HRas wildtype GTP binding, change in either direction; P01112; GST-Ras wt beads, Bodipy-FL-GTP binding, flow cytometry; actives lie on both sides; GTP binding activity, % at 10 µM; hit rate 0.14% among 190,000; AID 759;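 active means GTP binding activity at least 20% away from the 100% baseline, either lowered as inhibitor or raised as activator; inconclusive means flagged as likely green fluorescent, judged across all proteins in the well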;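 further: 0% = unlabeled GTP competition control and 100% = no-compound control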
# Mcl1-Bid inh: Mcl-1/Bid interaction inhibition; inhibition, % at 21.7 µM; Q07820; TR-FRET Mcl-1/Bid-Dy647 peptide binding, 1536-well; hit rate 0.97% among 220,000;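 active means compounds that cut the binding signal by more than half at the single screening dose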;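 further: His-tagged Mcl-1 with europium anti-His antibody binding Bid BH3 peptide; 0% = Mcl-1 plus peptide wells and 100% = peptide-only wells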
# Cdc42 wt GTP: modulators (inhibitors or activators) of GTP binding to human Cdc42 wildtype. P60953. GST-Cdc42 beads, Bodipy-GTP binding, flow cytometry; actives lie on both sides. percent activity (GTP binding), % at 10 µM. hit rate 0.2% among 190,000. AID 761;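 active means percent activity GTP binding at least 20 points away from the 100% baseline, either down as inhibitor or up as activator; inconclusive means compound flagged as likely green fluorescent from well-wide comparison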;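 further: median bead fluorescence of bound Bodipy-FL-GTP at 100 nM; 0% = excess unlabeled GTP control and 100% = no compound control; below 100% means less GTP binding so inhibitor and above means activator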
# Target sequence (P60953 whole entry, looked up): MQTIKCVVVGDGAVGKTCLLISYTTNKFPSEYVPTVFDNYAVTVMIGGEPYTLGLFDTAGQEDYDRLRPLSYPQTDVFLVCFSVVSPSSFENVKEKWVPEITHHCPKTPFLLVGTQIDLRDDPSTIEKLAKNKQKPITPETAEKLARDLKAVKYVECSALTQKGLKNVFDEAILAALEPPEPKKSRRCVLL
# Bim-Mcl-1: human Bim-Mcl-1 interaction inhibition; Q07820; Bead-based flow cytometry, Bim peptide-Mcl-1 binding; inhibition, % at 10 µM; hit rate 0.1% among 190,000; AID 1009; in the data active means inhibition above about 40%;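 further: 0% = no compound tracer wells and 100% = peptide blocker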
# RGS8-Gao: regulators of human RGS8-Galphao interaction. P09471. multiplexed bead flow cytometry, RGS8-Galphao binding; actives lie on both sides. response (percent of control binding), % at 10 µM. hit rate 0.34% among 220,000. AID 1423; in the data active means response below about 60% or above about 140%; inactive means in between;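 further: Galphao activated as the GDP aluminium fluoride complex binding bead-coupled RGS8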
# Target sequence (P09471 whole entry, looked up): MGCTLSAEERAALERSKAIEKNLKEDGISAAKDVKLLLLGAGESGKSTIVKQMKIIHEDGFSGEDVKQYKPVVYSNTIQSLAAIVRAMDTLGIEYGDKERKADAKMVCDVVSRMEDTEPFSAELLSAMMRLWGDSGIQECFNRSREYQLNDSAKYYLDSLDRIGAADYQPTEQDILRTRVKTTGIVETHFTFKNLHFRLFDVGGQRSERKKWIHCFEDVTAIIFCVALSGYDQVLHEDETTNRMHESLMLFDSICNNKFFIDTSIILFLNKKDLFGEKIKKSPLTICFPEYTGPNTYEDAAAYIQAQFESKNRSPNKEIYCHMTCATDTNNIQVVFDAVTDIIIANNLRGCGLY
# The depositor's hits bear a star; ? = inconclusive; / = no result given. No enrichment for hits (roughly 2.9% active in at least one column).
SMILES,Rab2 wt GTP,Pf gametocyte,Rac1 mut GTP,Rac1 wt modul,Rab7 wt modul,Mcl1-Noxa inh,HRas wt GTP,Mcl1-Bid inh,Cdc42 wt GTP,Bim-Mcl-1,RGS8-Gao
O=C(Nc1cccn(Cc2c(Cl)cccc2Cl)c1=O)c1ccc(Cl)cc1,95.0,0.5,95.0,96.0,92.0,-40.5,95.0,-104.9,94.0,-6.0,104.0
COc1ccc2c(C)cc(SCC(=O)Nc3ncc(Cl)cc3Cl)nc2c1,96.0,8.1,97.0,96.0,95.0,-253.0,97.0,-46.2,95.0,-3.0,105.2
CC(C)NC(=O)c1onc(CSc2ccccc2)c1C(=O)O,96.0,-6.7,94.0,94.0,96.0,36.7,97.0,22.2,95.0,0.0,102.4
NC(=O)C1CCN(C(=O)/C=C/c2cc(Br)ccc2F)CC1,98.0,-15.9,95.0,95.0,102.0,1.1,99.0,-5.9,95.0,-2.0,99.8
Cc1ccnc(NC(=O)CCC(=O)N(CC(=O)NC2CCCCC2)CC2CCCO2)c1 (stereo not given),101.0,-25.6,100.0,106.0,98.0,-11.2,102.0,-28.5,102.0,3.0,102.4
CN(CC(=O)NC1CCCCC1)S(=O)(=O)c1ccc(Br)s1,104.0,5.0,102.0,107.0,102.0,-4.2,102.0,4.2,104.0,-25.0,100.5
O=C(CCc1nc2ccccc2c(=O)[nH]1)OCC(=O)N1CCN(S(=O)(=O)c2ccccc2)CC1,104.0,-4.1,102.0,105.0,107.0,-5.9,105.0,0.3,105.0,0.0,99.2
Cc1cc(OCC(=O)Nc2cnn(CCCC(=O)O)c2)ccc1[N+](=O)[O-],97.0,-16.0,94.0,94.0,92.0,-0.5,94.0,-37.9,96.0,1.0,101.3
Cc1ccccc1C(=O)Nc1cccc(NC(=O)Cn2cnc3c(=O)n(C)c(=O)n(C)c32)c1,95.0,/,94.0,93.0,92.0,/,94.0,-19.3,96.0,1.0,102.3
CSc1ccccc1NC(=O)Cc1ccccc1[N+](=O)[O-],103.0,-3.0,94.0,100.0,108.0,4.6,98.0,-50.2,99.0,-3.0,100.0
Cc1[nH]nc(SCC(=O)NCCc2ccccc2)c1[N+](=O)[O-],99.0,6.8,98.0,105.0,100.0,17.2,99.0,-17.1,96.0,2.0,96.8
O=C(NCc1ccco1)C(c1ccccc1)N(C(=O)Cc1cccs1)c1ccccc1F (stereo not given),103.0,30.7,101.0,106.0,103.0,-8.7,105.0,-11.3,104.0,0.0,101.9
Cc1cc(NC(=O)c2ccc3c(c2)C(=O)N(C)C3=O)no1,100.0,/,103.0,106.0,98.0,2.5,101.0,-22.6,104.0,3.0,100.3
O=C1CN(C(=O)Cn2ncc(Cl)c(Cl)c2=O)c2ccccc2N1,98.0,-4.3,93.0,99.0,103.0,33.7,97.0,-30.4,96.0,1.0,99.2
CN1CCc2c(n(CC(O)CNCc3ccccc3)c3ccccc23)C1=O (stereo not given),101.0,5.7,98.0,98.0,98.0,17.6,97.0,-15.6,101.0,-3.0,102.8
COc1cccc(OCC(O)CO)c1 (stereo not given),94.0,-6.6,96.0,97.0,93.0,13.7,98.0,0.7,100.0,-1.0,97.6
C/C(=N\Nc1nc2ccccc2s1)c1ccc2c(c1)OCO2,99.0,/,99.0,99.0,96.0,22.3,99.0,9.4,99.0,0.0,96.0
O=C(CO/N=C/c1ccc(OC(F)F)cc1)NC1CCCCC1,103.0,4.0,95.0,99.0,105.0,4.3,98.0,-13.2,100.0,-1.0,97.4
Cc1noc(NS(=O)(=O)c2ccc(NC(=O)CSc3nc4c(cc3C#N)CCC4)cc2)c1C,97.0,/,95.0,98.0,98.0,42.9,97.0,-17.5,96.0,-2.0,107.2
Fc1ccccc1NC(=S)N1CCN(Cc2ccccc2)CC1,?,-10.6,?,?,?,11.5,?,-52.0,?,-3.0,104.2
Cc1ccc(CS(=O)(=O)c2ccc(C(=O)N3CCCCC3)cc2[N+](=O)[O-])cc1,96.0,-13.4,94.0,97.0,100.0,3.4,98.0,-6.4,94.0,4.0,99.4
O=C(CCC(=O)N(CC(=O)NC1CCCCC1)Cc1ccco1)Nc1nccs1,105.0,14.7,99.0,105.0,102.0,-9.9,102.0,-0.3,104.0,-1.0,99.6
CC(/C=N/NC(=O)c1cc(-c2cccnc2)nc2c1c(C)nn2-c1ccccc1)=C\c1ccccc1,97.0,-8.9,95.0,102.0,100.0,9.7,97.0,1.9,98.0,10.0,104.1
COCCn1c(SCC(=O)Nc2cc(C)cc(C)c2)nnc1C(C)C,?,/,?,?,?,-3.2,?,-1.0,?,0.0,100.5
O=C(c1ccc2c(=O)n(Cc3ccc4c(c3)OCO4)c(=S)[nH]c2c1)N1CCCCC1,102.0,/,102.0,107.0,102.0,12.1,105.0,-6.9,102.0,-1.0,103.6
CCc1nc(SCC(=O)N2CC(=O)Nc3ccccc32)c2c(C)c(C)sc2n1,98.0,/,97.0,99.0,102.0,-12.8,100.0,-36.6,101.0,-4.0,101.5
O=C(N/C=C\c1ccccc1)NCc1ccc(Cl)cc1,95.0,-4.7,96.0,97.0,96.0,10.2,98.0,-15.4,99.0,-3.0,100.3
O=C(c1ccc(S(=O)(=O)Cc2cc(F)ccc2F)c([N+](=O)[O-])c1)N1CCCCC1,98.0,3.6,96.0,102.0,99.0,13.4,99.0,-14.2,97.0,-4.0,99.6
Cc1nn(-c2cc(N(S(C)(=O)=O)S(C)(=O)=O)c(Cl)cc2Cl)c(=O)n1C,98.0,27.9,98.0,104.0,104.0,8.6,100.0,-1.7,101.0,-1.0,77.2
Cc1cc(C)n(/C(=C\N(C)C)C(=O)c2ccc(Cl)cc2)n1,100.0,/,95.0,96.0,105.0,7.3,99.0,-23.2,94.0,-2.0,101.5
CCOC(=O)c1c(CNCCN(CC)CC)n(C)c2cc(Br)c(OC)cc12,104.0,-2.7,102.0,107.0,103.0,31.1,105.0,26.6,105.0,2.0,105.5
O=C1CC(c2ccccc2)c2ccc(O)cc2O1 (stereo not given),102.0,/,97.0,101.0,100.0,6.3,102.0,-4.9,102.0,-2.0,102.8
CCOC(=O)c1ccc(NC(=O)CN(c2ccc(C)cc2)S(=O)(=O)c2c(C)n[nH]c2C)cc1,98.0,3.4,98.0,100.0,94.0,10.2,99.0,12.2,101.0,-1.0,106.2
CCN1CCN(C(=O)CN2C(=O)c3cccc4cccc2c34)CC1,103.0,-3.1,99.0,105.0,102.0,-10.2,103.0,1.8,103.0,/,105.0
Cc1ccc(NS(=O)(=O)c2ccc(Cl)s2)cc1S(=O)(=O)N(C)C,99.0,-20.8,99.0,101.0,95.0,10.9,95.0,-13.3,93.0,5.0,76.1
CC/C(C)=C1\SC(N2CCOCC2)=NC1=O,99.0,30.1,96.0,100.0,98.0,5.3,97.0,-32.8,97.0,-3.0,100.9
COc1ccccc1Nc1nc(N)nc(CN(C)C2CCCCC2)n1,98.0,9.9,97.0,95.0,99.0,5.8,97.0,-8.0,97.0,0.0,102.4
Cc1ccc(S(=O)(=O)N2CCN(S(=O)(=O)N3CCCCC3)CC2)cc1,100.0,/,99.0,102.0,99.0,/,100.0,-5.7,103.0,0.0,99.5
COc1ccc(CSc2nnc(SCc3ccc([N+](=O)[O-])cc3)s2)cc1,?,/,?,?,?,4.2,?,-5.4,?,-3.0,101.8
O=C(NC(=S)Nc1nc(-c2ccc(Br)cc2)cs1)c1cccnc1,100.0,/,102.0,115.0,100.0,21.3,103.0,-6.4,108.0,0.0,97.5
CCCCN(C(=O)NC(=O)Nc1ccccc1OC)S(C)(=O)=O,100.0,/,100.0,99.0,96.0,14.0,101.0,-32.0,101.0,0.0,101.0
Cc1ccccc1NC(=O)c1ccc(COc2ccc3c(C)cc(=O)oc3c2)cc1,108.0,3.1,105.0,106.0,101.0,10.6,106.0,-10.2,107.0,-3.0,99.3
CC(=O)c1ccc(NC(=S)Nc2cccc(S(=O)(=O)Nc3c(C)n(C)n(-c4ccccc4)c3=O)c2)cc1,98.0,-7.2,93.0,95.0,100.0,37.9,98.0,-44.1,94.0,-2.0,94.3
CCOc1ccc(S(=O)(=O)NCc2ccccn2)cc1,99.0,-3.2,99.0,101.0,98.0,17.0,100.0,-27.9,100.0,0.0,100.3
CCNC(=O)COc1ccc(Br)cc1Cl,?,/,?,?,?,-3.4,?,-0.3,?,-1.0,101.0
COc1ccc(NC(=S)Nc2cccc3cnccc23)cc1,100.0,9.5,100.0,104.0,101.0,24.3,102.0,-72.0,100.0,-4.0,95.9
Cc1ccc(NC(=O)Cc2noc3ccccc23)nc1,99.0,-9.3,100.0,100.0,99.0,21.0,99.0,-7.9,99.0,9.0,84.1
Cc1cc(Nc2ccc3c(c2)OCCO3)c2cccc(C)c2n1,99.0,/,102.0,101.0,99.0,6.1,101.0,-50.2,100.0,-4.0,100.8
CCC(=O)n1nc(-c2cccnc2)nc1NCc1ccc(OC)cc1,101.0,-13.2,100.0,104.0,100.0,12.1,100.0,-0.9,101.0,-9.0,96.2
Clc1ccc(C=NC23CN4CN(CN(C4)C2)C3)cc1,101.0,-28.5,99.0,103.0,103.0,2.2,99.0,-17.1,102.0,1.0,100.8
# (list continues)
SMILES,Rab2 wt GTP,Pf gametocyte,Rac1 mut GTP,Rac1 wt modul,Rab7 wt modul,Mcl1-Noxa inh,HRas wt GTP,Mcl1-Bid inh,Cdc42 wt GTP,Bim-Mcl-1,RGS8-Gao
Cc1ccccc1Cn1cc(NC(=O)c2nn(C)cc2Cl)cn1,98.0,3.9,99.0,99.0,97.0,-4.0,98.0,-30.8,97.0,0.0,77.9
Cc1cccc(N2C(=O)C(Oc3ccc(Cl)cc3Cl)C2C(=O)O)c1C (stereo not given),97.0,/,97.0,98.0,100.0,10.6,97.0,4.7,98.0,-1.0,101.7
CC1(C)Cc2c(c(=S)nc(-c3ccccc3)n2CCOCCO)CO1,95.0,/,96.0,97.0,96.0,8.8,96.0,-65.4,94.0,0.0,98.8
CC(=O)N1CCN=C1SCc1ccccc1Cl,100.0,/,101.0,107.0,101.0,13.9,102.0,-6.5,103.0,0.0,92.0
CC(=O)Nc1ccc2[nH]c(C)c(CC=C(Cl)Cl)c(=O)c2c1,97.0,/,98.0,98.0,96.0,15.3,98.0,20.3,99.0,0.0,100.0
CSc1ccc(Cl)c(C(=O)NCc2ccco2)c1,99.0,4.3,94.0,99.0,96.0,4.6,97.0,8.4,92.0,1.0,98.0
COc1ccc(OCCn2c(NC(=O)c3ccco3)nc3ccccc32)cc1,100.0,/,101.0,107.0,101.0,2.8,103.0,-29.3,102.0,-1.0,99.3
